# Screening results: PubChem BioAssay, Sanford-Burnham Center for Chemical Genomics
# Rat MKP-3 inhibitors: MKP-3 phosphatase inhibitors, primary screen, biochemical, rat enzyme, in vitro (AID 425). recombinant MKP-3 phosphatase activity, fluorescence; higher % means a stronger effect. one-dose inhibition, % at 20 µM; IC50 in µM for titrated hits. 0.17% of 110,000 active; in the data active = inhibition above about 50%;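 also: plate controls were vehicle for no effect and reference inhibitor for full effect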
# Hsp70 displacement: Hsp70 inhibitors, probe displacement, primary screen, biochemical, fluorescence polarization (AID 583) | 0.06% of 140,000 active | one-dose displacement, % at 20 µM; IC50 in µM for titrated hits | Hsp70 fluorescence polarization probe displacement, mP; higher % means a stronger effect; in the data active = displacement above about 50%;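 also: plate controls were vehicle for no effect and reference ligand for full effect; a part of the inactive calls stands beside numbers as strong as those of hits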
# The depositor's hits bear a star; i = inactive; nt = no result given; & = joins results of further samples. A portion of the library; count on the stated rates, not on these rows.
SMILES,Rat MKP-3 inhibitors,Hsp70 displacement
COc1cc(CC(=O)Nc2ccc(S(=O)(=O)N(C)C)cc2)cc(OC)c1OC,9%,0.5%
CN(C)C(=O)c1snnc1-c1ccccc1,nt,1.6%
COc1ccc(-n2c(C)nc3cc(C(=O)N4CCOCC4)ccc32)cc1,nt,2.0%
Clc1ccc2noc(-c3ccccc3)c2c1,nt,0.3%
O=C1NC(Nc2nccs2)(C(F)(F)F)C(=O)N1CCc1ccccc1 (configuration not stated),-10%,2.2%
Cc1cccc2cc(CN(CCCO)C(=O)Nc3ccccc3Cl)c(=O)[nH]c12,-10%,-2.5%
O=c1c2ccccc2sn1-c1cc(S(=O)(=O)N2CCOCC2)ccc1N1CCCC1,nt,-3.7%
CCCCCCCSc1nc(N)cc(=O)[nH]1,nt,4.8%
CCOc1cc(/C=C2\C(=O)NC(=O)N(c3ccc(Cl)cc3)C2=O)cc(Cl)c1OCC,2%,2.1%
COC(=O)c1ccccc1NC(=O)c1cc(OC)cc(OC)c1,-8%,-1.4%
COC(=O)CC(C(=O)OC)C(CC(=O)OC)C(=O)OC (configuration not stated),2%,-1.5%
O=C(CN1CCC(n2nnc3cc(F)ccc32)CC1)NCCc1nc2ccccc2[nH]1,6%,5.4%
COc1ccc(O)c(C(=O)c2cc(C#N)c(=O)n(CC3CCCO3)c2)c1 (configuration not stated),nt,0.3%
COc1cc(NS(=O)(=O)c2ccc3c(c2)oc(=O)n3C)cc(OC)c1OC,-12%,-0.4%
Oc1ccc(Br)cc1/C=N/Nc1cc(N2CCCC2)nc(N2CCCC2)n1,14%,-2.8%
Cc1ccc2c(c1)/C(=N/O)CCS2,nt,1.5%
COc1cccc(C(=O)/C=C/c2ccc3c(c2)OCO3)c1,8%,-7.0%
O=C(/C=C/c1ccco1)N1CCN(C/C=C/c2ccccc2)CC1,3%,-4.8%
CCCc1cc(=O)[nH]c(SCC(=O)NC)n1,nt,-1.9%
Cc1nc2ccc(N)cc2s1,-3%,3.4%
CC1(C)CC2(CCO1)OC(=O)CC2C(=O)NCCc1ccccc1 (configuration not stated),-2%,0.8%
Cc1sc(NC(=O)/C=C/c2ccccc2)c(C(=O)OC(C)C)c1C,0%,-2.0%
O=C(c1ccccc1)c1ccc(C(=O)N2CCN(c3ccc(F)cc3)CC2)o1,-9%&2%,6.1%&6.4%
CCCC(=O)NC(c1ccc(OC)c(OC)c1)c1c(OC(=O)COc2ccccc2)ccc2ccccc12 (configuration not stated),-2%,1.4%
O=C(Nc1ccon1)c1cc2c(s1)CCCCCC2,-4%,3.7%
CC1=NN(c2ccc(S(N)(=O)=O)cc2)C(=O)/C1=C\c1ccc(-c2ccc(Cl)c([N+](=O)[O-])c2)o1,2%,2.9%
CCOC(=O)c1c(-c2ccccc2)csc1NC(=O)c1sc2ccccc2c1Cl,2%,-0.5%
Cc1cc(O)ccc1C1(c2ccc(O)cc2C)OC(=O)c2ccccc21,nt,-0.8%
O=C(Nc1ccccc1)NC(NC(=O)c1ccccc1)C(Cl)Cl (configuration not stated),1%,-1.2%
C=CCn1c(-c2ccccc2C)n[nH]c1=S,-2%,3.3%
Cc1cc(NC(=O)CSc2nccn2-c2ccc(F)cc2)no1,1%,0.6%
COc1ccc(-n2nnnc2SCC(=O)NCc2ccco2)cc1OC,11%,4.6%
CC1=C(C(=O)OC2CCC(C)CC2)C(c2ccccc2)NC(=O)N1 (configuration not stated),4%,-1.4%
Cc1ccccc1CSCC(=O)NC(=O)NCc1ccco1,6%,-0.8%
CCOc1ccc2[nH]c(=O)c(CN(CCO)C(=O)c3ccc(OC)c(OC)c3)cc2c1,nt,3.9%
CC(C)C12CN3CC(C(C)C)(CN(C1)C3c1ccco1)C2=O (configuration not stated),nt,0.4%
CC(C)COc1ccc(-c2nnc(-c3ccncc3)o2)cc1,2%,-1.6%
CN(C)C(=O)C(=O)c1cccn1-c1ccccc1C#N,nt,-2.6%
COC(=O)c1ccc(-n2ncnc2-c2ccc(Br)cc2)cc1,1%,-3.8%
COc1ccccc1OCc1ccc(C(=O)NCCN(C)C)o1,7%,0.5%

# 5 of these compounds in a different format.
Rat MKP-3 inhibitors	Hsp70 displacement	Molecule
-12%	-0.4%	COc1cc(NS(=O)(=O)c2ccc3c(c2)oc(=O)n3C)cc(OC)c1OC
2%	-1.5%	COC(=O)CC(C(=O)OC)C(CC(=O)OC)C(=O)OC (configuration not stated)
2%	-0.5%	CCOC(=O)c1c(-c2ccccc2)csc1NC(=O)c1sc2ccccc2c1Cl
-10%	2.2%	O=C1NC(Nc2nccs2)(C(F)(F)F)C(=O)N1CCc1ccccc1 (configuration not stated)
-8%	-1.4%	COC(=O)c1ccccc1NC(=O)c1cc(OC)cc(OC)c1

# Going on with the list.
SMILES,Rat MKP-3 inhibitors,Hsp70 displacement
CCOc1ccc(NC(=O)N2CCC(n3nnc4cc(C)ccc43)CC2)cc1,nt,-4.3%
CC1c2[nH]c3ccccc3c2CCN1C(=O)Nc1ccccc1 (configuration not stated),nt,4.5%
Cc1cc(C(=O)N2CCN(Cc3ccccc3)CC2)ccc1[N+](=O)[O-],0%,8.0%
Cc1ccc(-c2csc(N)c2C(=O)OC(C)C)cc1,2%,5.5%
COc1ccc(NC(=O)/C=C/c2ccco2)cc1OC,2%,-6.7%
O=C(Nc1cccc(-c2nc3ccccc3[nH]2)c1)c1cccs1,2%,-5.5%
Cc1cc(C)nc(/N=C(/N)Nc2ccccc2O)n1,0%,-4.3%
O=C1CSC(=O)N1CNc1cccc2ccccc12,4%,-4.7%
Cc1ccc2oc(-c3ccco3)nc2c1,-6%,-0.8%
Cn1c(=O)c2c(nc(N3CCOCC3)n2Cc2c(F)cccc2Cl)n(C)c1=O,10%,-3.7%
COc1ccc(C(=O)Nc2ccc(N3CCCCC3)cc2)cc1[N+](=O)[O-],3%,-4.8%
Cc1cc2nc(-c3ccc(NC(=O)c4ccc5c(c4)OCCO5)cc3O)oc2cc1C,14%,-7.9%
CCCCN(CCCC)c1nc2ccccc2nc1NS(=O)(=O)c1ccc(NC(C)=O)cc1,nt,-2.6%
CC12CCC(C(=O)NCc3ccccn3)(OC1=O)C2(C)C (configuration not stated),-4%,-1.7%
COc1ccc(CN/C=C2\CCCCC2=O)cc1,-11%,-3.5%
O=C(NC(=S)Nc1cccc(-c2nc3ccccc3o2)c1)c1ccco1,2%,-1.9%
CCOC(=O)CSc1nnc(CNC(=O)c2ccc(S(=O)(=O)N3CCCCC3)cc2)n1C,-16%,6.2%
Cc1cc(C)cc(NC2=C(Cl)C(=O)N(c3cccc(Cl)c3)C2=O)c1,1%,2.2%
O=C(COc1ccc(Cl)cc1)Nc1nn[nH]n1,5%,0.8%
COCCCN(C(=O)Nc1ccccc1)C(C)c1ccncc1 (configuration not stated),-3%,1.8%
O=C(O)c1[nH]c2ccccc2c1NS(=O)(=O)Cc1ccccc1,-13%,-0.6%
Fc1ccc(C(c2nnnn2Cc2ccco2)N2CCN(C3CCCCC3)CC2)cc1 (configuration not stated),-3%,-0.3%
CN(C)c1nc(-c2ccccc2)c(N)c(-c2ccccc2)n1,2%,-0.6%
O=C(CSc1nc2ncccc2[nH]1)Nc1ccc2c(c1)OCCO2,-2%,3.4%
CCOc1ccc(C(=O)NC(C)(C)C)cc1Cl,-4%,4.3%
O=C1c2ccc(C(c3ccc4c(c3)C(=O)N(c3ccccc3)C4=O)(C(F)(F)F)C(F)(F)F)cc2C(=O)N1c1ccccc1,-2%,4.1%
CCOc1cccc2c1N(C(=O)c1cccc(F)c1)C(C)(C)c1ssc(=S)c1-2,1%,6.5%
CCOC(=O)Nc1c(O)ccc2oc(C)c(-c3ccccc3)c12,-3%,5.9%
CC(C)N(C(=O)c1ccc(C(=O)Nc2ccc(Nc3ccccc3)cc2)cc1)C(C)C,2%,-5.1%
CSc1nnc(-c2cccc(C)c2)n1N,nt,1.1%
COc1ccc(-c2cn(/N=C/c3ccc(Cl)cc3Cl)c(N)n2)cc1,2%,-9.8%&3.3%
COc1ccc(S(=O)(=O)NCCSc2ccccc2)cc1OC,-9%,nt
C(=N\n1cncn1)/c1ccc(N2CCOCC2)cc1,-1%,-1.7%
O=C(Cc1ccc(Cl)cc1)Nc1nccs1,5%,-5.3%
CCCCC(C(=O)NCCC(C)C)N(CCCN1CCOCC1)C(=O)c1snc(C(N)=O)c1N (configuration not stated),-5%,8.9%
CC(C)(C#CCN1CCOCC1)OCCC#N,-3%,2.3%
CN(CP(=O)(O)CCc1ccccc1)S(C)(=O)=O,-17%&3%,-11%&-2.1%
COc1ccccc1N1N=C(c2ccccc2)CC1c1ccccc1 (configuration not stated),4%,1.2%
NC(=O)c1ccccc1OCC(=O)NS(=O)(=O)c1ccccc1,-12%,nt
Cc1cc(C)n2nc(C(=O)Oc3ccc4c(c3)OCO4)nc2n1,4%,2.1%
O=C(Nc1ccc(-c2nc3ccccc3[nH]2)cc1)c1ccc(F)cc1,11%,-16%
Cc1nn2c(-n3ccnc3C)c3c(nc2c1-c1ccccc1)CCC3,nt,-2.0%
CCCCn1c(=N)n(CC(=O)c2cccs2)c2ccccc21,-1%,-1.4%
O=C(Nc1cccc(O)c1)c1cc2nc(-c3ccc(F)cc3)cc(C(F)(F)F)n2n1,2%,-2.1%
CCOc1ccc(N2Nc3n[nH]c(N)c3N2)cc1,nt,-0.5%
N/N=C1\CCCc2c1[nH]c1ccc(C3CCCCC3)cc21,-1%,-4.7%
CC(C)(Sc1cc(C(C)(C)C)c(O)c(C(C)(C)C)c1)Sc1cc(C(C)(C)C)c(O)c(C(C)(C)C)c1,nt,-2.6%
C(=N\n1cnnc1)/c1ccccc1OCCOc1ccccc1,-5%,-5.0%
O=C(O)CSc1nncc2ccccc12,0%,-3.2%
CCOC(=O)c1c(C)[nH]c(C)c1-c1ccccc1Cl,1%,-1.6%
OC1CC(c2ccccc2)NC2(CCCCC2)C1 (configuration not stated),0%,1.2%
CCOc1cc(N2C(=O)CC3CS(=O)(=O)CC32)c(OCC)cc1NC(=O)c1ccccc1 (configuration not stated),0%,-2.0%
CCCCN(CCCC)C(=O)c1ccc(Cl)cc1Cl,4%,0.7%
CCOC(=O)C1CCCN(c2nc3ccccc3nc2C(C#N)C(=O)OC(C)C)C1 (configuration not stated),-7%,-110%
CCN(CC)CCCN(Cc1cc2cc(OC)c(OC)cc2[nH]c1=O)C(=O)Nc1ccccc1,nt,13%
Cc1ccc(S(=O)(=O)N(CC(=O)Nc2cccc(C)c2)c2cccc(Cl)c2C)cc1,8%,-1.4%
COC(=O)c1nc(N)sc1-c1ccc(OC)cc1,nt,-0.9%
CCN1CCN(CC(O)COc2ccc(Cl)cc2)CC1 (configuration not stated),nt,-4.2%
Clc1ccc(-c2nc(Cc3ccccc3Cl)no2)cc1,3%,-3.6%&-4.2%
Cc1ccc(-c2[nH]nc3c2C(c2ccccc2OC(=O)N2CCOCC2)C(C#N)=C(N)O3)cc1 (configuration not stated),1%,2.8%

# 2 consecutive records already listed, for reference:
SMILES,Rat MKP-3 inhibitors,Hsp70 displacement
COc1cc(CC(=O)Nc2ccc(S(=O)(=O)N(C)C)cc2)cc(OC)c1OC,9%,0.5%
CN(C)C(=O)c1snnc1-c1ccccc1,nt,1.6%

# (next part)
SMILES,Rat MKP-3 inhibitors,Hsp70 displacement
CC(=O)c1ccc(NC(=O)CSc2nnc(Cc3cccn3C)n2-c2ccc(F)cc2)cc1,-3%,-3.3%
CS(=O)(=O)Nc1ccccc1Oc1ccccc1,-4%,5.9%
CCOc1cc(C2C3=C(CCCC3=O)N(C)C3=C2C(=O)CCC3)cc(Cl)c1O,0%,5.5%
CCOc1cc(C(=O)Nc2sc(C(=O)N(CC)CC)c(C)c2C(=O)OC(C)C)cc(OCC)c1OCC,-1%,-0.6%
COc1ccc(-c2cc(C(F)(F)F)nc(-n3cc(Br)cn3)n2)cc1,nt,-0.2%
Cc1cc(=O)[nH]c(SCCOc2ccccc2C)n1,4%,3.0%
CCC(=O)N1CCN(c2cc(N3CCCCC3)c(F)cc2[N+](=O)[O-])CC1,2%,-0.9%
CCOc1ccc(C(=O)N2CCN(c3ccc([N+](=O)[O-])cc3Cl)CC2)cc1,0%,-8.3%
COc1cc(CNC2CCCCCC2)cc(OC)c1,nt,-0.1%
COc1ccc(CCn2nnnc2C(c2ccc(C)cc2)N2CCN(C)CC2)cc1OC (configuration not stated),-16%,-7.2%
O=C(NCC1CCCO1)NC1CCCCC1 (configuration not stated),1%,-2.7%&-2.9%
O=C(O)c1oc2ccccc2c1CN1CCN(c2ccccc2)CC1,-8%,2.5%
O=C1CC(Cc2ccc(Cl)cc2)C(=O)N1c1ccc(Cl)c(Cl)c1 (configuration not stated),2%,1.1%
O=C(CSc1nc(C2CCCCC2)n(-c2ccccc2)n1)NCCN1C(=O)CSC1=O,-2%,0.1%
CCOc1ccccc1-n1c(SCC(N)=O)nnc1-c1ccco1,-6%,-2.6%
C/C(Cl)=C\Cn1c(N2CCCC2)nc2c1c(=O)[nH]c(=O)n2C,i,-2.7%
CCN(Cc1ccncc1)C(=O)c1cccs1,-9%,-0.1%
Cc1ccc(C2=C/C(=C\c3ccc(-c4ccccc4C(=O)O)o3)C(=O)O2)cc1,-2%,-16%
c1cc(CSc2nc3ccccc3o2)nc(CSc2nc3ccccc3o2)c1,1%,-2.8%
O=S(=O)(c1ccccc1)N1CCN(Cc2ccccc2F)CC1,3%,-5.6%
